# High-throughput results from PubChem.
# aSyn yeast inh – inhibitors of alpha-synuclein toxicity in yeast. Yeast expressing alpha-synuclein, growth rescue, BacTiter-Glo, 24 h. Potency, µM (series often up to 46.1 µM), without a hit: at the highest dose growth rescue (activation), usual class: activators. hit rate 0.14% among 370,000. AID 652106; note: potency is the fitted concentration of half-maximal effect; % of control where 0% means no effect; nearly all actives have a fitted effect of over 65% in size
#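 Readout is rescue of growth in alpha-synuclein-expressing yeast, so inhibitors of toxicity appear as activators. Growth after 24 hr at 30 deg C in galactose medium is quantified by luminescence.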
# EPAC2 antagonist – antagonists of human EPAC2. Potency, µM (titrated, usually from 114 µM), without a hit: at the highest dose activity, negative = inhibition, actives largely listed as inhibitors. hit rate 0.18% among 360,000. EPAC2 GEF exchange of Rap1B-BODIPY-GDP, fluorescence. AID 720708. Q8WZA2; note: potency is the fitted concentration of half-maximal effect; % is set by controls: 0 for no effect and ±100 for the full control effect; nearly all actives have a fitted effect of over 45% in size; many of its hits are not listed in these tables
# Target sequence (Q8WZA2 whole entry, looked up): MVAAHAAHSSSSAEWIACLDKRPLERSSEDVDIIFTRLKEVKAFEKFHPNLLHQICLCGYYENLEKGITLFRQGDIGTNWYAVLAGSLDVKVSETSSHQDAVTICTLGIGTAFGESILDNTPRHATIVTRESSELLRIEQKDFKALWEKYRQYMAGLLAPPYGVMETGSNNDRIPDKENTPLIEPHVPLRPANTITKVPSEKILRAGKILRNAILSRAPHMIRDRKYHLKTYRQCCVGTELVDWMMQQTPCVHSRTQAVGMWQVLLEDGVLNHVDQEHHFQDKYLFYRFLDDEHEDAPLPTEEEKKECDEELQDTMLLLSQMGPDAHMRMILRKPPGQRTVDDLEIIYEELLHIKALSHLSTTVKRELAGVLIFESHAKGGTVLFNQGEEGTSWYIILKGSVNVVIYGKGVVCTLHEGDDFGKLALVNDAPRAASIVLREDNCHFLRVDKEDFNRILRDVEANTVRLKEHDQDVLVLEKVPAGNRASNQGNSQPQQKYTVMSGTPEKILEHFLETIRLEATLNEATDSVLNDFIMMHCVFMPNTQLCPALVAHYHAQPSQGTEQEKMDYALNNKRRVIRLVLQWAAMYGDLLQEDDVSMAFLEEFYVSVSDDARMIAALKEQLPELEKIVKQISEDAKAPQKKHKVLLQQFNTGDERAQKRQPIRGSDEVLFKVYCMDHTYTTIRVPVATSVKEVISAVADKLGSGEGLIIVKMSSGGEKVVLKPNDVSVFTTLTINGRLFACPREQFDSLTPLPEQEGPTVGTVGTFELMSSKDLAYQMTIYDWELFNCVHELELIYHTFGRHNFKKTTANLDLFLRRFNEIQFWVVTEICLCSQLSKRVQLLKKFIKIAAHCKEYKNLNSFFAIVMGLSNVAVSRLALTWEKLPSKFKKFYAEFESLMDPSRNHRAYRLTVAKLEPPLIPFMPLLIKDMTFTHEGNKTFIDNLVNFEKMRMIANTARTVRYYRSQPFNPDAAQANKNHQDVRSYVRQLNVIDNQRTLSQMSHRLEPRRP
# D3 ag – activates the human D3 dopamine receptor; D3R DiscoveRx beta-arrestin cells, luminescence, 90 min; max activation, %; hit rate 0.58% among 410,000; AID 652048; in the data active = max activation above about 30%; note: 0% is about no effect; mostly tested at two doses, the higher about 12 µM
#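 Agonist-mode cell screen: cells plated at 1500/well and incubated overnight at 37 °C, then exposed to library compounds for 90 min at 37 °C. Detection reagent was added for 30–60 min at room temperature, and luminescence was read.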
# D3 antag – blocks the human D3 dopamine receptor; P35462; D3R cells, DiscoveRx beta-arrestin luminescence, antagonist mode; hits give low values; max response, negative = inhibition, %; hit rate 2.5% among 360,000; AID 652054; in the data active = max response below about -50%; inconclusive = no clear call, values can overlap the other calls; note: % is set by controls: 0 for no effect and ±100 for the full control effect; mostly tested at two doses, the higher about 12 µM
#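 Cells expressing the human receptor were seeded at 1500 cells/well, incubated overnight at 37 degrees C in 5% CO2, then exposed to library compounds with dopamine controls for 90 minutes at 37 degrees C before luminescent detection.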
# Abeta yeast res – compounds reversing amyloid beta toxicity in yeast; yeast expressing A-beta42, growth rescue, OD600, 48 h; response scale: 0% DMSO, 100% iron-clioquinol control; Potency, µM (top dose mostly 46.1 µM), inactives show at the highest dose growth rescue, hits mostly activators; hit rate 0.063% among 410,000; AID 1347071; note: potency is the fitted concentration of half-maximal effect; nearly all actives have a fitted effect of over 55% in size
#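 Yeast A-beta toxicity model in growth medium with pinned compounds, 48 h at 30 C; growth read as absorbance at 600 nm. Normalized to FeCl3/clioquinol equimolar mix (positive) and DMSO (negative).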
# EPAC2 ag – EPAC2 (human) agonism; AID 720711; Potency, µM (titrated, usually from 154 µM), inactives show at the highest dose activation, actives largely listed as activators; Q8WZA2; hit rate 0.079% among 360,000; EPAC2 activation, biochemical qHTS; response scale: 100% = 6.5 mM cAMP response; note: potency is the fitted concentration of half-maximal effect; nearly all actives have a fitted effect of over 50% in size
#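 Compounds were added across a concentration range to EPAC2 (100 nM), RAP1B-BODIPY-GDP (250 nM) and GDP (50 uM). After 5 min at room temperature, fluorescence was recorded at 5-min intervals for 30 min.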
# TDP-43 yeast inh – inhibitors of TDP-43 toxicity in yeast. TDP-43 expressing yeast growth rescue, BacTiter-Glo, 24 h. Potency, µM (highest dose often 46.1 µM), for inactives: at the top dose growth rescue (activation), hits mostly activators. hit rate 1.8% among 410,000; note: potency is the fitted concentration of half-maximal effect; % of control where 0% means no effect; nearly all actives have a fitted effect of over 50% in size
#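 Luminescence from BacTiter-Glo reports growth of TDP-43-expressing yeast after 24 hr at 30 deg C with compound. Cells were raffinose-pregrown to mid-log, then seeded in galactose medium at OD600=0.02.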
# FUS suppressor – FUS proteinopathy suppression in yeast; S. cerevisiae FUS-expressing, growth rescue, OD600, 24 h; Potency, µM (series often up to 76.6 µM), without a hit: top-dose growth rescue (activation), usual class: activators; hit rate 0.24% among 390,000; AID 1347120;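 note: potency is the fitted concentration of half-maximal effect; plate controls were DMSO vehicle for no effect and reference control for full effect; nearly all actives have a fitted effect of over 55% in size; some results filed as inactive show a strong effect at the top dose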
#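 Compound concentration series was pinned onto galactose-induced FUS-expressing yeast seeded at OD 0.005. Plates sat 24hr at 30C; absorbance at 600 nm gave growth. DMSO served as background control.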
# * = called active by the depositor; ? = inconclusive; . = no result given; [ ] = remark or other dose. Unless noted, calls come from the whole dose curve; as a rule, active = well fitted curve in the direction sought with a large enough effect; inconclusive = small, poorly fitted or top-dose-only effect, or another doubt; inactive = no such curve, though single readings can be large; an effect the other way counts as inactive or inconclusive.
SMILES,aSyn yeast inh,EPAC2 antagonist,D3 ag,D3 antag,Abeta yeast res,EPAC2 ag,TDP-43 yeast inh,FUS suppressor
COc1cccc(N2CCN(C(=O)CCC(=O)c3ccc(Cl)s3)CC2)c1,3%,-21%,2,13,-13%,7%,?,22%
CS(=O)(=O)c1ccc(CNC(=O)C2(C(F)(F)F)CC(CCCO)CCCO2)cc1 (stereo not given),-1%,10%,-14,0,1%,-2%,0%,-2%
COc1ccccc1CNC(=O)c1ccc2c(c1)nc(C)n2-c1ccccc1OC,.,.,-13,.,-17%,.,-9%,26%
CCOC(=O)c1cnc2ccc(C(=O)OC)cc2c1Nc1ccc2c(c1)OCCO2,1%,-3%,8,17,10%,-4%,-7%,1%
CCN(CCCCN1C(=O)c2ccccc2C1=O)c1ccc2c(c1)C(=O)N(C)C2=O,16%,8%,29,36,-18%,-7%,-27%,31%
CCNc1nc(NC(C)C)nc(N(C#N)CCOc2ccccc2)n1,-15%,-2%,-2,1,-4%,9%,?,35%
CCc1ccc(N(C(=O)C(F)(F)F)C(C(=O)NC2CCCCC2)c2ccncc2)cc1 (stereo not given),5%,-1%,4,-24,24%,2%,-7%,-8%
CCN(CC)CCN(Cc1cc2cc3c(cc2[nH]c1=O)OCCO3)C(=S)NCC(C)C,0%,-4%,-2,-2,6%,2%,6%,24%
Cc1ccccc1S(=O)(=O)N(C)C[C@@H]1OCc2ccccc2-c2c(n(C)c3ccccc23)C(=O)N([C@H](C)CO)C[C@@H]1C,0%,2%,5,22,6%,8%,0%,?
O=C(O)c1ccc(Cl)c(S(=O)(=O)Nc2ccc(OCc3ccccc3)cc2)c1,4%,4%,19,4,3%,-6%,-1%,-10%
COc1cc2c(cc1OC)CN(S(=O)(=O)c1ccc3c(c1)OCCO3)CC2,11%,0%[57.1 µM],0,25,-7%,18%,?,20%
O=C(NCCC(=O)N1CCN(c2ccccn2)CC1)c1ccc(Cl)cc1,1%,12%,-7,24,3%,-4%,12%,.
CCOC(=O)c1ccccc1NC(=O)C1CC(=O)N(C(C)(C)C)C1 (stereo not given),7%,12%,7,-6,19%,4%,19%,-33%
Cc1ccc(C(O)(CNCc2ccccc2)c2ccccc2)cc1 (stereo not given),1%,-17%,-16,?,-3%,12%,1%,-9%
Cc1cc(C)nc(OC(C(=O)O)C(OCCC(C)C)(c2ccccc2)c2ccccc2)n1 (stereo not given),-8%,-3%,9,3,-3%,-9%,-1%,44%
CCSc1nnc(NC(=O)CSc2nnc(Cc3cccn3C)n2-c2ccc(C)cc2)s1,6%,11%,8,5,-14%,-5%,-20%,?
O=C(/C=C/c1ccc(Cl)cc1Cl)NCCN1CCOCC1,-3%,-9%,-12,?,-13%,6%,-11%,?
Cc1cc(-c2ccccc2)[nH]c(=O)c1S(=O)(=O)c1ccc(Cl)cc1,-5%,-1%,-1,14,-10%,-2%,6%,1%
CC1(C)CC(=O)C(C(O)c2cccc([N+](=O)[O-])c2)C(C)(C)N1 (stereo not given),4%,-10%,2,-19,-16%,3%,1%,4%
COCCn1nnnc1SCC(=O)N1CCCCC1,-1%,14%,0,3,-1%,3%,1%,4%
Cc1[nH]c(=O)c(C#N)c(C)c1Cl,-7%,21%,-2,12,-9%,8%,4%,-7%
Cc1nc2ccccc2nc(C)c1=NOCc1cccc(F)c1,2%,-17%,-2,?,7%,13%,-3%,34%
CCOC(=O)c1[nH]c2ccc(OC)cc2c1NC(=O)CCN1CCc2ccccc2C1,2%,-4%,-16,?,0%,3%,10%,10%
COc1ccc(NC(=O)c2ccc(NC(=O)CN3CCC(C(N)=O)CC3)cc2)cc1,1%,3%,0,20,-2%,12%,-3%,26%
Cc1ccc(S(=O)(=O)N(C)c2ccc(C(=O)Nc3ccccc3C(=O)N3CCOCC3)cc2)cc1,4%,-5%,-4,11,12%,-3%,-12%,3%

# Two entries from above, set out differently.
SMILES | aSyn yeast inh | EPAC2 antagonist | D3 ag | D3 antag | Abeta yeast res | EPAC2 ag | TDP-43 yeast inh | FUS suppressor
COc1ccc(NC(=O)c2ccc(NC(=O)CN3CCC(C(N)=O)CC3)cc2)cc1 | 1% | 3% | 0 | 20 | -2% | 12% | -3% | 26%
CC1(C)CC(=O)C(C(O)c2cccc([N+](=O)[O-])c2)C(C)(C)N1 (stereo not given) | 4% | -10% | 2 | -19 | -16% | 3% | 1% | 4%

# (list continues)
SMILES,aSyn yeast inh,EPAC2 antagonist,D3 ag,D3 antag,Abeta yeast res,EPAC2 ag,TDP-43 yeast inh,FUS suppressor
COC(=O)c1ccc(CSc2nc(C(F)(F)F)c3c(c2C#N)CCC3)o1,3%,-1%,2,1,6%,-1%,14%,24%
CC(OC(=O)Cc1c[nH]c2ccccc12)C(=O)Nc1ccc(S(N)(=O)=O)cc1 (stereo not given),0%,4%,5,17,-1%,-2%,17%,0%
CCOC(=O)Nc1ccc2c(c1)N(C(=O)CCN1CCN(CCO)CC1)c1ccccc1S2,1%,1%,4,-21,17%,-3%,21%,17%
CC(C)C(NS(=O)(=O)c1ccc2c(c1)C(C)(C)C(=O)N2C)C(=O)NCc1ccccc1Cl (stereo not given),-7%,-7%,2,17,-15%,9%,16%,5%
O=C(NCCOc1ccc(F)cc1)C1CCC(=O)N(CC2CCCCC2)C1 (stereo not given),1%,0%,-3,-5,-26%,14%,9%,9%
COC(=O)C1=C(C(=O)OC)[C@@H]2Nc3ccccc3[C@@]23C[C@@H](C(=O)OC)N(C(=O)NC2CCCCC2)C3=N1,-6%,7%,-4,3,0%,23%,11%,?
CCOC(=O)C1(Cc2ccccc2)CCCN(S(=O)(=O)N(C)C)C1 (stereo not given),5%,14%,-6,-8,19%,5%,12%,-16%
CN1C2C=CC(=O)C1C1C(=O)N(c3ccccc3)C(=O)C12 (stereo not given),8%,3%,-3,-29,-15%,3%,?,2%
COc1ccc(CCNC(=O)c2oc3ccccc3c2C)cc1,-1%,-1%,2,7,-32%,20%,38%,3%
COc1ccc(N2C(=O)C3C(c4ccc(C(=O)O)cc4)NC(Cc4ccccc4)(C(=O)O)C3C2=O)c([N+](=O)[O-])c1 (stereo not given),-12%,2%,3,2,20%,1%,-18%,14%
COc1ccc(-n2c(SCC(=O)N3CCOCC3)nc(O)cc2=O)cc1,0%,5%,9,9,5%,3%,14%,.
NC(=O)CSc1nnc2ccc(-c3ccc(Cl)cc3)nn12,-1%,2%,8,5,-14%,9%,-12%,10%
COc1ccc(C)cc1C(=O)CCC(=O)Nc1ccccc1N1CCOCC1,0%,3%,-6,15,5%,6%,17%,22%
CN(C)S(=O)(=O)n1cc(/C=C(\NC(=O)c2ccccc2F)C(=O)N2CCOCC2)c2ccccc21,-4%,0%,3,-4,7%,4%,9%,-5%
Cc1ccc(S(=O)(=O)N2CCc3cc(C(=O)N(C)Cc4ccccc4)ccc32)cc1,.,.,3,.,14%,.,-3%,?
c1ccc2c(c1)CCN(c1ncnc3c1[nH]c1ccccc13)C2,1%,-14%,2,-53*,-24%,13%,?,43%
Cc1ccccc1Nc1nc(Cl)c(C=O)s1,-8%,4%,1,0,-3%,11%,-3%,6%
CCCN1Cc2cccc(C(=O)NCc3ccccc3OC)c2C1=O,-3%,-4%,-3,13,-9%,3%,?,22%
CCCCc1[nH]c(=O)c(C#N)c2c1CSC(C)(C)C2,4%,-1%,10,10,6%,-3%,-19%,19%
CCCCNC(=O)C1CC(=O)N(CCc2ccc(C)cc2)C1 (stereo not given),-5%,-2%,5,-15,7%,0%,-9%,8%
Cc1cccc(NC(=O)CC(=O)Nc2cccc(C)c2)c1,0%,-2%,5,14,-13%,1%,0%,4%
Cc1ccc(CN2C(=O)[C@@H]3Cc4c([nH]c5ccccc45)C(C)(C)N3C2=O)cc1,.,-11%,.,.,?,3%,.,3%
CC(C)CC1Nc2ncnc(N3CCN(c4ccccc4)CC3)c2N(Cc2ccc(Cl)cc2)C1=O (stereo not given),11%,0%,-10,-23,21%,7%,-15%,?
Cc1cc(C)nc(-n2nc(C)c3c(C(F)(F)F)cc(=O)[nH]c32)n1,0%,3%,6,42,-10%,-9%,7%,11%
O=P(Cc1cccc2ccccc12)(c1ccccc1)c1ccccc1,16%,?,-8,-3,-15%,12%,-11%,14%
CCOC(=O)N1CCN(c2ncnc3scc(-c4ccccc4)c23)CC1,0%,-7%,-2,128,-9%,-3%,?,30%
COc1ccccc1CNC(=O)CSC1=NCCS1,1%,1%,2,-7,-6%,10%,-21%,-14%

# Among those listed so far, 9 have an NH in an aromatic ring.
SMILES,aSyn yeast inh,EPAC2 antagonist,D3 ag,D3 antag,Abeta yeast res,EPAC2 ag,TDP-43 yeast inh,FUS suppressor
CCN(CC)CCN(Cc1cc2cc3c(cc2[nH]c1=O)OCCO3)C(=S)NCC(C)C,0%,-4%,-2,-2,6%,2%,6%,24%
Cc1cc(-c2ccccc2)[nH]c(=O)c1S(=O)(=O)c1ccc(Cl)cc1,-5%,-1%,-1,14,-10%,-2%,6%,1%
Cc1[nH]c(=O)c(C#N)c(C)c1Cl,-7%,21%,-2,12,-9%,8%,4%,-7%
CCOC(=O)c1[nH]c2ccc(OC)cc2c1NC(=O)CCN1CCc2ccccc2C1,2%,-4%,-16,?,0%,3%,10%,10%
CC(OC(=O)Cc1c[nH]c2ccccc12)C(=O)Nc1ccc(S(N)(=O)=O)cc1 (stereo not given),0%,4%,5,17,-1%,-2%,17%,0%
c1ccc2c(c1)CCN(c1ncnc3c1[nH]c1ccccc13)C2,1%,-14%,2,-53*,-24%,13%,?,43%
CCCCc1[nH]c(=O)c(C#N)c2c1CSC(C)(C)C2,4%,-1%,10,10,6%,-3%,-19%,19%
Cc1ccc(CN2C(=O)[C@@H]3Cc4c([nH]c5ccccc45)C(C)(C)N3C2=O)cc1,.,-11%,.,.,?,3%,.,3%
Cc1cc(C)nc(-n2nc(C)c3c(C(F)(F)F)cc(=O)[nH]c32)n1,0%,3%,6,42,-10%,-9%,7%,11%

# Quoted from the listing.
# CCCCc1[nH]c(=O)c(C#N)c2c1CSC(C)(C)C2 | aSyn yeast inh = 4%
# COc1ccc(C)cc1C(=O)CCC(=O)Nc1ccccc1N1CCOCC1 | EPAC2 antagonist = 3%

# Only part of the results is shown (hit frequency here may not be typical).
